Source: PubChem BioAssay (several laboratories)
Lipid droplet: modulators of hepatic lipid droplet formation; AML12 mouse hepatocytes, oleate lipid droplets, BODIPY imaging; inhibition, % at 6.5 µM; 240,000 compounds, 0.4% hits; AID 1656;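 active = lipid droplet intensity inhibited by at least 50%, with more than 500 cells counted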
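Material – mouse AML12 hepatocyte cell line, fixed after treatment · Compound dosing – one dose, 6.5 µM compound · Times – compound with oleate, overnight · Measured by – Image-based BODIPY and DAPI two-channel analysis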
GPR55 beta-arrestin: selective activators of receptor GPR55 – imaging, U2OS cells, beta-arrestin-GFP redistribution, primary screen (AID 1961). U2OS GPR55 beta-arrestin-GFP redistribution imaging; higher % means a stronger effect. activation, % at 10 µM, or EC50 in µM where a hit was titrated. 290,000 compounds, 0.048% hits;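 active = activation above 40% with more than 50 cells counted in the well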;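 note: U2OS osteosarcoma cells stably expressing GPR55 and beta-arrestin-GFP; plate controls were DMSO negative control for no effect and LPI positive control for full effect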
GPR35 arrestin U2OS: GPR35 antagonists blocking zaprinast-driven arrestin recruitment, primary screen, imaging, U2OS, beta-arrestin-GFP, zaprinast agonist (AID 2058) | U2OS GPR35 beta-arrestin-GFP translocation imaging, zaprinast antagonism; higher % means a stronger effect | one-dose inhibition, % at 10 µM; IC50 in µM for titrated hits | 290,000 compounds, 0.052% hits;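 active = inhibition of at least 50% with at least 30 cells and total cytoplasm GFP at most 10,000,000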
LYP phosphatase: PTPN22 lymphoid phosphatase activity blockers – biochemical, fluorescence intensity, uHTS (AID 1779). 290,000 compounds, 0.054% hits. recombinant LYP phosphatase, fluorescence intensity; higher % means a stronger effect. inhibition, % at 11.5 µM, or IC50 in µM where a hit was titrated; in the data active = inhibition above about 50%;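 note: plate controls were vehicle with enzyme for no effect and no enzyme for full effect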
SV40 large T antigen: TAg ATPase/helicase activity blockers – biochemical (AID 1903); inhibition, % at 20 µM; hits with a dose series show IC50 in µM; SV40 large T antigen ATPase/helicase inhibition assay; higher % means a stronger effect; 310,000 compounds, 0.39% hits; in the data active = a potency from the dose series; note: strong numbers were not always called active
MgcRacGAP inhibition: MgcRacGAP GTPase-activating activity inhibitors, confirmation, biochemical, ADP Hunter fluorescence | one-dose inhibition, % at 30 µM; IC50 in µM for titrated hits | 340,000 compounds, 0.6% hits | AID 624330 | MgcRacGAP-stimulated Rac1 GTP hydrolysis, ADP Hunter fluorescence; higher % means a stronger effect; GST-tagged Rac1 F28L mutant substrate;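 active = first-screen hits whose inhibition reached a set limit at any dose in the follow-up dose series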;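 note: fluorescence reports GDP produced by GAP-driven GTP hydrolysis; strong numbers were not always called active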
GPR55 LPI antagonism: GPR55 antagonists blocking LPI-driven arrestin recruitment, primary screen, imaging, U2OS, beta-arrestin-GFP, LPI agonist (AID 2013); 290,000 compounds, 0.13% hits; one-dose inhibition, % at 10 µM; IC50 in µM for titrated hits; U2OS GPR55 beta-arrestin-GFP translocation imaging, LPI antagonism; higher % means a stronger effect;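 active = spots per cell inhibited over 60%, with over 100 cells counted and total cytoplasm intensity under 500,000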;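 note: U2OS cells stably carrying GPR55 and arrestin-GFP stimulated by 5 µM LPI near EC80; imaged beta-arrestin-GFP aggregate spots per cell after agonist stimulation; plate controls were LPI-stimulated DMSO wells for no effect and DMSO wells without LPI for full effect; some results filed as inactive read as strong as hits; confirmed hits need IC50 under 10 µM and bright autofluorescent wells are also inconclusive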
NTR1 ag: NTR1-driven beta-arrestin-GFP spot formation – imaging, U2OS cells, high content, primary screen (AID 493036). P30989. agonist mode. activation, % at 20 µM. 330,000 compounds, 0.17% hits;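 active = activation at or above 40% of the spot to cytoplasm intensity ratio, with at least 20 cells analyzed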;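 note: 0% = DMSO without peptide and 100% = 100 nM NTR1 peptide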
Target sequence (P30989 whole entry, looked up): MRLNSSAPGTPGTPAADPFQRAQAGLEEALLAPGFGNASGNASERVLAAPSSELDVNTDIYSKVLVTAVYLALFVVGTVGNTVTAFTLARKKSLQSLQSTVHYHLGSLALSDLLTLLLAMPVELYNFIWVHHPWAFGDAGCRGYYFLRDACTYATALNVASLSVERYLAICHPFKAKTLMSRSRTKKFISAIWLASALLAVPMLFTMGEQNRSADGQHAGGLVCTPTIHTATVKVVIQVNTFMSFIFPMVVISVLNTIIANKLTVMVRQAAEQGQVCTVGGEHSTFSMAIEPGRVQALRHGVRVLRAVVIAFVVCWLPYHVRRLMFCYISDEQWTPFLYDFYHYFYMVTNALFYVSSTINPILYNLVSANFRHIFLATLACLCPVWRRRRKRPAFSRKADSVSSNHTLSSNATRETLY
T cell HTS: modulates CD8 T cell binding to vesicles; 330,000 compounds, 0.068% hits; 2C CD8+ T cell-vesicle binding, flow cytometry; active compounds read low; calls only at 7 µM;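 active = response, share of CD8 T cells binding vesicles, and their 90th percentile fluorescence all below set limits, cut at about 80% in these data, passing the limit was not always enough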
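Assay system – 2C mouse CD8+ T cells · Also added – QL9-loaded Drosophila micro-vesicles · Timing – Cell–vesicle co-incubation 1.5 h at 37 °C, staining 20 min on ice · Signal – flow cytometry of vesicle-bound cells · Measure – percent CD8+ FL2 mean versus row control · Controls – Peptide-free naked vesicles (low) and QL9 vesicles with 0.7% DMSO vehicle (high)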
Lipid droplet cells 6.5 µM: also measured in Lipid droplet; calls as there; cell count; measured here: cell count, cytotoxicity flag;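 cells counted across two imaged fields per well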
T cell HTS vesicle-bound %: further read-out of T cell HTS, marked with its call; double positive events, %; measured here: CD8+ vesicle-bound cell fraction;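 binding gate set so that unloaded-vesicle control wells show 10% double positive cells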
NTR1 ag cell count 20 µM: second read-out of NTR1 ag, no call of its own (marks repeat the call); cell count; measured here: cell count, cytotoxicity flag
* marks the source's active call; other numbers are inactive results; i = inactive; . = no result given; & = joins results of further samples.

canonical_smiles	Lipid droplet	Lipid droplet cells 6.5 µM	GPR55 beta-arrestin	GPR35 arrestin U2OS	LYP phosphatase	SV40 large T antigen	MgcRacGAP inhibition	GPR55 LPI antagonism	NTR1 ag	NTR1 ag cell count 20 µM	T cell HTS	T cell HTS vesicle-bound %
COC(=O)Cn1c(=O)c2c(nc(Br)n2CC(=O)OC)n(C)c1=O	0	711	-0.1%	-22%	-8%	9%	1%	9%	3.9	80	i	39
CCCN1CNC(=S)N(c2cccc(C)c2)C1	13	598	-0.2%	10%	-7%	9%	5%	9%	1.5	52	i	46
Cc1cc(C)c(S(=O)(=O)N(C)CC(=O)NCC2CCCO2)c(C)c1 (stereo not given)	-1	776	0.2%	1%	-8%	.	6%	23%	-1.8	30	.	.
O=C(c1ccc(-c2ccc(Cl)cc2Cl)o1)N1CCOCC1	-26	596	-0.1%	4%	9%	8%	10%	-23%	3.3	46	i	30
CCOC(=O)CSc1nnc(-c2cccnc2)n1Cc1ccccc1	13	697	-0.1%	0%	-4%	13%	3%	17%	-0.7	48	i	34
Cc1ccnc(NC(=O)CCC(=O)N(CC(=O)NCc2ccc(F)cc2)Cc2ccccc2)c1	-1	670	-0.3%	-6%	-7%	7%	3%	7%	-1.1	37	i	52
Cc1ccc(-c2nc3cnccn3c2Nc2ccc3c(c2)OCO3)cc1	.	.	-0.1%	-14%	2%	25%	24%	6%	4.3	65	i	32
CC(C)(NO)/C(=N\O)c1ccc(Cl)cc1	.	.	-0.1%	2%	-7%	4%	9%	-11%	-0.4	35	i	24
CCN1C(=O)[C@H]2[C@@H](c3ccc(C)cc3)N3C(=O)N(c4cccc(Cl)c4)C(=O)[C@@]3(CC)[C@H]2C1=O	.	.	.	.	.	20%	7%	.	0.1	104	i	46
CC(=O)c1ccc(S(=O)(=O)N2CCCCC2C(=O)O)cc1 (stereo not given)	9	706	-0.2%	29%	-3%	2%	3%	5%	-0.7	45	i	1
COc1cc(/C=N/NC(=O)/C(=C/c2ccccc2)CCO)ccc1O	20	654	-0.3%	14%	-3%	29%	36µM*	8%	0.4	53	i	7
Cc1nc(-c2ccc(F)cc2)c(CC(=O)N2CCN(S(=O)(=O)c3ccc(F)cc3)CC2)s1	8	784	0.2%	-6%	0%	20%	4%	13%	1.7	61	i	25
O=C(CCN1CCN(c2ccccc2)CC1)c1ccc(Br)cc1	.	.	0.0%	4%	-11%	1%	-1%	2%	-1.4	91	i	8
O=C(c1ccccc1)c1ccc(OCCn2cnc3ccccc3c2=O)cc1	.	.	-0.1%	2%	-2%	18%	6%	-9%	-2.5	50	i	41
Cn1c(SCC(=O)NCCc2ccccc2)nnc1-c1ccncc1	.	.	0.1%	-7%	-4%	0%	5%	-8%	-1.1	69	i	26

Given with values under each structure: part of the list above.
Sequence of screens – Lipid droplet	Lipid droplet cells 6.5 µM	GPR55 beta-arrestin	GPR35 arrestin U2OS	LYP phosphatase	SV40 large T antigen	MgcRacGAP inhibition	GPR55 LPI antagonism	NTR1 ag	NTR1 ag cell count 20 µM	T cell HTS	T cell HTS vesicle-bound %
Cn1c(SCC(=O)NCCc2ccccc2)nnc1-c1ccncc1
    .	.	0.1%	-7%	-4%	0%	5%	-8%	-1.1	69	i	26
O=C(c1ccc(-c2ccc(Cl)cc2Cl)o1)N1CCOCC1
    -26	596	-0.1%	4%	9%	8%	10%	-23%	3.3	46	i	30
CC(C)(NO)/C(=N\O)c1ccc(Cl)cc1
    .	.	-0.1%	2%	-7%	4%	9%	-11%	-0.4	35	i	24
Cc1cc(C)c(S(=O)(=O)N(C)CC(=O)NCC2CCCO2)c(C)c1 (stereo not given)
    -1	776	0.2%	1%	-8%	.	6%	23%	-1.8	30	.	.

(further entries)
canonical_smiles	Lipid droplet	Lipid droplet cells 6.5 µM	GPR55 beta-arrestin	GPR35 arrestin U2OS	LYP phosphatase	SV40 large T antigen	MgcRacGAP inhibition	GPR55 LPI antagonism	NTR1 ag	NTR1 ag cell count 20 µM	T cell HTS	T cell HTS vesicle-bound %
CCn1c(N2CCN(C(=S)NCCc3ccccc3)CC2)nc2ccccc21	.	.	-0.3%	0%	-4%	0%	4%	3%	4.2	52	i	62
CC(=O)N1CCN(CC(=O)O)CC1	8	739	-0.4%	2%	-6%	5%	.	25%	-1.6	64	i	61
CCOC(=O)C1(CCCc2ccccc2)CCN(Cc2cn(CC)nc2C)CC1	-2	714	-0.2%	17%	-5%	12%	-2%	25%	0.2	33	i	52
Cc1cccc(NC(=S)N/N=C/c2ccc3c(c2)OCO3)c1	-11	627	-0.5%	-6%	2%	7%	16%	-4%	2.0	72	i	47
CCCCNC(=O)Oc1ccc(C(=O)N2c3ccccc3NC(=O)C2C)cc1 (stereo not given)	6	834	0.4%	-5%	-8%	11%	4%	16%	-1.1	85	i	60
CCc1[nH]nc2c1C(c1ccncc1)C(C#N)=C(N)O2 (stereo not given)	-5	615	0.6%	-7%	-2%	14%	-3%	12%	-1.5	44	i	13
CN(C)S(=O)(=O)c1cccc(NC(=O)c2ccc3c(c2)OCCO3)c1	.	.	.	.	.	21%	1%	.	-0.4	57	i	21
COc1ccc(/C=N/NC(=O)C(=O)N2CCCC2)cc1	3	665	-0.1%	23%	-6%	9%	10%	8%	0.1	46	i	63
Cc1cccc2c1NC1(CCCC1)CC2C (stereo not given)	3	686	-0.1%	-12%	-4%	-3%	.	2%	1.6	51	i	24
N=c1c(C(=O)NC2CCCC2)cc2c(=O)n3ccccc3nc2n1CC1CCCO1 (stereo not given)	-27	798	0.5%	8%	-35%	10%	5%	12%	0.4	48	i	23
COCc1nnc(NC(=O)c2ccc(NC(C)=O)cc2)s1	6	688	-0.2%	5%	0%	13%	5%	5%	0.7	82	i	33
Cc1sc(NC(=O)c2ccco2)c(C(c2ccc(F)cc2)N2CCN(C)CC2)c1C (stereo not given)	0	636	0.2%	-3%	4%	6%	8%	49%	2.8	63	i	6
CCOC(=O)C(C(C)C)C(N)Cc1ccc(F)cc1 (stereo not given)	5	688	-0.2%	4%	-8%	8%	6%	9%	-0.1	100	i	41
COC(C(=O)Nc1ccc(S(=O)(=O)Nc2cccc3ccccc23)cc1)c1ccccc1 (stereo not given)	45	721	-0.3%	20%	-1%	2%	5%	1%	2.6	53	i	58
O=C(/C=C/c1ccc(O)c([N+](=O)[O-])c1)c1ccc2ccccc2c1	5	807	1.0%	10%	5%	5%	2%	8%	5.6	34	i	17
CC(=O)c1cccc(S(=O)(=O)Nc2ccc3nc(C)sc3c2)c1	-4	640	-0.4%	-9%	-8%	10%	5%	0%	3.4	58	i	31
COC(=O)C1=C(C)NC(C)=C(C(=O)OC(C)C)C1c1cccc2nonc12 (stereo not given)	-21	715	-0.1%	-6%	-4%	14%&1%	4%	15%	-0.9	61	i	41
O=C(c1ccc2nc[nH]c2c1)N1CCN(c2cccc(Cl)c2)CC1	-2	642	0.4%	1%	-4%	10%	6%	-1%	1.2	46	i	18
O=C(/C(=C/c1ccncc1)n1ccnc1)c1ccc(Cl)cc1Cl	-7	712	-0.2%	7%	-2%	.	.	27%	.	.	.	.
COc1ccc(C(=O)N2CCn3c(C)ccc3C2C)cc1 (stereo not given)	10	712	-0.2%	-15%	2%	10%	-5%	-6%	-1.2	75	i	39
COc1ccc(CNC(=O)c2ccc(Cn3nc(C)cc3C)o2)cc1	-1	738	0.2%	11%	-9%	9%	3%	11%	-1.1	64	i	11
CCN(CC)C(=O)CSc1nnc([C@H](CCSC)NC(=O)OC(C)(C)C)o1	.	.	0.9%	-23%	-4%	-2%	14%	1%	0.1	65	i	56
COc1ccc(OC)c(C2=NS(=O)(=O)N(C)C(C(=O)Nc3ccc(F)cc3F)=C2)c1	32	763	0.4%	-2%	-6%	3%	11%	-6%	0.8	63	i	10
COc1ccc(Cc2nc(C(=O)Nc3ccccc3)cs2)cc1	11	817	-0.1%	3%	-1%	7%	12%	1%	0.6	83	i	46
Cc1cccc(/C=N/NC(=O)c2cc(C)nc3ccccc23)n1	-3	750	-0.1%	-2%	-10%	7%	12%	-3%	-0.6	67	i	40
CCCn1cnc2scc(-c3ccc(OC)cc3)c2c1=O	-8	804	0.3%	2%	-12%	8%	10%	16%	3.6	62	i	60
CCOC(=O)N1CCN(CC(=O)c2ccc(O)cc2O)CC1	-2	753	-0.1%	11%	2%	5%	8%	2%	-0.3	58	i	29
NNC(=O)c1ccc(COc2cccc3ccccc23)cc1	-21	687	0.4%	-4%	-1%	7%	9%	11%	0.3	37	i	29
CC(=O)Nc1ccc(N=Cc2ccc[nH]2)cc1	31	690	-0.1%	13%	1%	25%	10%	3%	3.9	50	i	29
Cc1ccc(C(C)C)c(OCCCN2C(=O)NC(C)(C)C2=O)c1	-13	773	-0.1%	-15%	0%	5%	10%	-6%	1.4	90	i	27
C=CCn1c(SCC(=O)Nc2nc(C)cs2)nnc1C(C)NC(=O)c1ccccc1Cl (stereo not given)	8	776	0.4%	13%	-10%	1%	7%	13%	-1.1	89	i	54
